AmpC det inh – blocks E. coli AmpC beta-lactamase in presence of detergent. Potency, µM (titrated, usually from 28.7 µM), without a hit: at the highest dose activity change, negative = inhibition. 71,000 compounds, 0.09% hits. P00811. purified AmpC, nitrocefin hydrolysis with detergent; active means well fitted curve in the direction sought with a large enough effect
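E. coli AmpC (5.3 nM) in 20 mM phosphate pH 7.0 with 0.01% Triton X-100, preincubated 15 min RT with compound; nitrocefin (2 uL of 800 uM stock) hydrolysis followed by 480 nm absorbance every 20 s over 4 min.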
An asterisk follows results filed as active; & = joins results of further samples; [ ] = dose if it differs, or a comment. On the % scale 0 is the no-effect control and ±100 the full control effect; potency means the concentration at half of the fitted maximal effect. Some of the compounds tested. The share of hits here may be higher or lower than overall.

SMILES	AmpC det inh
COc1nc(C)nc(Cl)c1NC1=NCCN1	-0.8%[12.8 µM]
O=C1NCC2(CCN(CCc3ccccc3)CC2)O1	-0.7%[12.8 µM]
CCCOc1ccccc1-c1nc2n[nH]nc2c(=O)[nH]1	-7.2%
CCN(CC)C[C@@H]1CCCCN1CC(=O)N1c2ccccc2C(=O)Nc2cccnc21	0.3%
O=C(O)COC(=O)Cc1ccccc1Nc1c(Cl)cccc1Cl	-1.1%[12.8 µM]
Cc1nnc(NS(=O)(=O)c2ccc(N)cc2)s1	9.8%
Nc1nccs1	4.4%
c1ccc2c(CC3=NCCN3)cccc2c1	2.8%[12.8 µM]
Nc1cc(-c2ccncc2)c[nH]c1=O	-1.2%[12.8 µM]
CC(C)Cc1ccc([C@H](C)C(=O)O)cc1	-1.4%[12.8 µM]
CC(=O)N(C[C@@H](O)CO)c1c(I)c(C(=O)NC[C@@H](O)CO)c(I)c(C(=O)NC[C@@H](O)CO)c1I	-2.4%[12.8 µM]
O=C(O)CN1C(=O)c2cccc3cccc(c23)C1=O	-4.1%
CC1=NN(c2ccccc2)C(=O)C1	9.9%&-5.3%
NS(=O)(=O)c1cc2c(cc1C(F)(F)F)N[C@H](Cc1ccccc1)NS2(=O)=O	-0.5%[12.8 µM]
CN1CCC(=C2c3ccccc3CCc3sccc32)CC1	-0.3%[12.8 µM]
Nc1c2c(nc3ccccc13)CCC[C@H]2O	-3.0%
CC(=O)[C@@H]1CC[C@@H]2[C@@H]3C[C@H](C)C4=CC(=O)CC[C@@]4(C)[C@H]3[C@H](O)C[C@]21C	-0.5%[12.8 µM]
COc1ccc(CN(CCN(C)C)c2ccccn2)cc1	9.1%
O=C(Cn1ccnc1[N+](=O)[O-])NCCO	0.9%[12.8 µM]
CCCCCCCCO	9.2%
Cc1c(C(=O)O)c(O)cc2c1C(=O)c1c(O)c([C@H]3O[C@H](CO)[C@@H](O)[C@H](O)[C@H]3O)c(O)c(O)c1C2=O	-1.0%
CCC1C(=O)OCC1Cc1cncn1C (stereo unspecified)	-4.0%
O=C1N(c2ccccc2)c2ccccc2C1(Cc1ccncc1)Cc1ccncc1	-1.6%&0.8%
CN(C)CCCN1c2ccccc2Sc2ccccc21	-1.3%[12.8 µM]
CN(C)CCCSc1ccccc1NC(=O)/C=C\c1ccccc1	-4.1%
N=C(N=C(N)N)N1CCOCC1	-0.2%
CC(=O)O[C@]1(C(C)=O)CC[C@H]2[C@@H]3C=C(Cl)C4=CC(=O)[C@@H]5C[C@@H]5[C@]4(C)[C@H]3CC[C@@]21C	8.1%
